Screening data deposited in PubChem BioAssay by several laboratories.
CSN deneddyl inh = blocks human CSN-mediated cullin deneddylation; actives 0.38% (n = 360,000); Q92905; Purified CSN, SCF-Nedd8-OG deneddylation, fluorescence polarization; inhibition, % at 12.5 µM;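 active means pattern-corrected inhibition above about 35%, with an unprinted fluorescence ratio check between 0.5 and 1.5, limit read from the data, passing the limit was not always enough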;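 further: 0% = enzyme with substrate and 100% = substrate without enzyme; some results filed as inactive read as strong as hits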
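Detection – fluorescence polarization · System – HEK293T-derived human Csn5 enzyme · Controls – substrate-only high control, full reaction low control · Timing – 90 min, room temperature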
Rpn11 inh = inhibitors of human proteasome Rpn11; calls only at 20 µM; O00487; AID 588493; actives 0.59% (n = 360,000); human 26S proteasome, Ub4-pepOG fluorescence polarization; 20S core pre-blocked with epoxomicin;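 active means inhibition at 20 µM, scaled to each plate's controls, above about 33%, limit read from the data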
STEP block = inhibitors of human striatal-enriched phosphatase STEP; P54829; recombinant STEP, OMFP fluorogenic substrate, fluorescence; inhibition, % at 20 µM; actives 0.25% (n = 360,000); AID 588621;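 active means inhibition at 20 µM, scaled per plate between control wells, above about 37%, limit read from the data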;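 further: 0% = DMSO with enzyme and substrate and 100% = substrate only without enzyme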
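System: STEP (striatal-enriched tyrosine phosphatase) enzyme, cell-free; medium: Bis-Tris pH 6.0 buffer with DTT, detergent; dosing: 20 µM, 1% DMSO; times: reaction 20 min, ambient temperature; detection: fluorescence, 480/540 nm; read-out basis: normalized % inhibition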
NadD block = NadD (S. aureus) enzyme inhibition. purified NadD enzyme, colorimetric absorbance read-out. inhibition, % at 20 µM. actives 0.78% (n = 360,000); in the data active means inhibition above about 26%; further: some compounds past the cut are filed as inactive
Neddyl block = cullin neddylation inhibition. P61081+Q13564. TR-FRET cullin neddylation, biochemical. calls only at 25 µM. actives 0.58% (n = 360,000). AID 651699; in the data active means inhibition above about 36%
Rin1-Abl PPI inh = inhibitors of human Rin1-Abl protein interaction | TR-FRET Rin1/Abl binding, biochemical | inhibition, % at 7.35 µM | actives 0.4% (n = 360,000) | AID 588664; in the data active means inhibition above about 5%, passing the limit was not always enough
DNMT1 block = DNMT1 (human) enzyme inhibition; P26358; AID 588458; inhibition (reported as % activation of signal), % at 10 µM; DNMT1 molecular beacon, Hinp1I cleavage, fluorescence; actives 0.83% (n = 360,000); in the data active means inhibition above about 50%
Scp-1 inhibitor = Scp-1 (human) phosphatase inhibition. inhibition, % at 20 µM. actives 0.88% (n = 340,000). AID 493091. Recombinant Scp1, phosphopeptide, malachite green phosphate absorbance. Q9GZU7;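 active means inhibition above about 50% at 20 µM, limit read from the data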;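 further: plate controls were DMSO wells with enzyme for no effect and wells lacking enzyme for full effect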
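Assay system: SCP-1 catalytic fragment, aa 76-261 | Buffer or medium: Tris acetate buffer pH 5.5 with MgCl2 and Tween-20 | Compound: One concentration, 20 µM, with 1.0% DMSO | Also added: Phospho 17-mer peptide substrate | Signal: Absorbance at 630 nm | Incubation: 45 min enzyme reaction at room temperature | Measure: % inhibition of SCP-1 phosphate liberation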
LMPTP inh = LMPTP (human) inhibition; P24666; recombinant LMPTP-A, OMFP fluorogenic substrate, fluorescence intensity; inhibition, % at 20 µM; actives 0.22% (n = 360,000); AID 651560;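 active means compounds that cut the enzyme signal by at least half of the control window in the single-dose screen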;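 further: plate controls were DMSO wells with enzyme plus substrate for no effect and substrate without enzyme for full effect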
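Buffer or medium: Bis-Tris pH 6.0, DTT, detergent; Assay system: LMPTP-A enzyme; Quantity: 0.625 nM enzyme; Detection: endpoint fluorescence intensity; Times: 50 min dark incubation at room temperature; Controls: substrate-only low control, DMSO enzyme-plus-substrate high control; Doses: single 20 µM dose; Read-out: percent inhibition versus substrate-only and uninhibited controls; Reagent: 400 µM OMFP.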
SUMO1 PPI mod = SUMO1-SIM interaction modulation; P63165; SUMO1 binding to a labelled peptide, TR-FRET, 1 h; inhibition, % at 20 µM; actives 0.33% (n = 360,000); AID 602429; in the data active means inhibition above about 37%
* marks the source's active call; other numbers are inactive results; i = inactive; x = not tested or not shown.

#1 CCCN(C(=O)Cc1ccc(S(=O)(=O)N2CCOCC2)s1)c1c(N)n(Cc2ccccc2)c(=O)[nH]c1=O
#2 COc1cccc(S(=O)(=O)Nc2cccc(C(=O)N3CCCCCC3)c2)c1
#3 O=C(C[n+]1ccc(C(=O)N/N=C/c2ccc(OCc3ccccc3)cc2)cc1)c1ccccc1
#4 Clc1ccc(CO/N=C2\CCCc3nonc32)cc1
#5 CC1CCCN(C(c2ccccc2)c2sc3ncnn3c2O)C1 (configuration not stated)
#6 O=C(COC(=O)c1cccc(O)c1)Nc1ccc(N2CCOCC2)cc1
#7 Cc1cc(Nc2cccc(Cl)c2)n2ncnc2n1
#8 COC(=O)C1C(=O)C(C(=O)c2ccc([N+](=O)[O-])cc2)C(=O)CC1(C)C (configuration not stated)
#9 Cc1ccc2c(CC(=O)Nc3ccc(N4CCN(C)CC4)cc3C)coc2c1
#10 Cc1ccc2oc(C(=O)N(C)Cc3ccc(C)o3)c(C)c2c1
assay / compound,1,2,3,4,5,6,7,8,9,10
CSN deneddyl inh,2,0,3,1,0,1,3,-1,0,3
Rpn11 inh,i,i,i,i,i,i,i,i,i,i
STEP block,-5,-4,4,4,-1,-3,-2,1,-1,2
NadD block,0,-1,24,-6,4,0,4,6,5,-8
Neddyl block,i,i,i,i,i,i,i,i,i,i
Rin1-Abl PPI inh,2,2,0,-4,-4,-2,-4,-1,0,0
DNMT1 block,-5,-1,0,-11,-4,-7,-2,-3,-10,-2
Scp-1 inhibitor,-2,-8,-7,-14,13,-12,-4,-2,-5,-4
LMPTP inh,-0.3,0.6,8.7,-0.5,-2.7,-0.1,0.3,-1.7,1.0,0.5
SUMO1 PPI mod,-6,-1,-42,1,2,-3,5,-12,1,1

#11 COc1ccccc1NC(=O)c1ccc(NS(=O)(=O)c2c(C)noc2C)cc1
#12 O=C(Cn1c(-c2ccco2)nc2ccccc21)N1CCCCC1
#13 O=C(CSCc1ccc(F)cc1)Nc1ccccc1
#14 O=C(NCc1ccccc1)c1ccc(NC(=O)c2ccco2)cc1
#15 O=C(c1cnc2sccn2c1=O)N1CCCc2ccccc21
#16 COc1ccccc1N1CCN(c2ccc3c(c2)S(=O)(=O)c2cccc(C(=O)NCc4cccc(F)c4)c2C3=O)CC1
#17 OC[C@@H]1CN(CCN2CCOCC2)C[C@H](n2cnc3c(Nc4ccccc4)ncnc32)O1
#18 O=C(Nc1nnc(-c2ccco2)o1)c1ccc(S(=O)(=O)N2CCOCC2)cc1
#19 O=C(Cc1c(F)cccc1Cl)Nc1ccc(S(=O)(=O)Nc2nccs2)cc1
#20 Cc1cc(NC(=O)COC(=O)CCS(=O)(=O)c2cc(Cl)ccc2Cl)no1
assay / compound,11,12,13,14,15,16,17,18,19,20
CSN deneddyl inh,5,-1,1,-1,2,8,-3,-3,3,7
Rpn11 inh,i,i,i,i,i,i,i,i,i,i
STEP block,-2,-1,-3,-1,0,6,-1,3,1,-3
NadD block,-8,-3,-2,3,-4,31*,1,12,1,-3
Neddyl block,i,i,i,i,i,i,i,i,i,i
Rin1-Abl PPI inh,1,0,0,5,0,-4,-4,-2,4,3
DNMT1 block,-1,1,-4,7,4,2,2,2,0,0
Scp-1 inhibitor,-7,-2,-11,-8,-3,x,x,-8,-5,-3
LMPTP inh,0.8,0.1,-0.2,0.8,-1.3,3.4,-0.1,-0.6,0.0,-1.1
SUMO1 PPI mod,0,-1,-3,-1,0,-11,-5,1,2,0

#21 COc1ccc2nc(NC(=O)C3CCCN(S(=O)(=O)c4cccs4)C3)sc2c1 (configuration not stated)
#22 O=C(CCc1ccccc1)Nc1ccc(NC(=O)C2CC2)nc1
#23 COc1cc(/C=C2\SC(c3ccccc3)=NC2=O)cc(Cl)c1O
#24 Oc1ccc(Cl)cc1/C=C/c1ccc2cccc(O)c2n1
#25 COc1ccc(C)cc1NC(=O)CCNC(=O)Cn1ccc2ccccc2c1=O
#26 Cc1ccc(NC(=O)CCSc2nnc(Cc3ccccc3)o2)cc1
#27 Cc1ccc(S(=O)(=O)NCc2ccncc2)cc1C
#28 CC(C)(C)NC(=O)C(Cc1ccccc1)N1C(=O)c2ccccc2C1=O (configuration not stated)
#29 Nc1ccccc1-c1ccccc1N
#30 CCOc1ccccc1Oc1coc2cc(O)ccc2c1=O
assay / compound,21,22,23,24,25,26,27,28,29,30
CSN deneddyl inh,3,0,-8,2,-2,3,8,1,1,-4
Rpn11 inh,i,i,i,i,i,i,i,i,i,i
STEP block,-1,-3,-2,-7,1,-2,2,0,0,-3
NadD block,8,1,7,3,1,-3,0,0,-2,-4
Neddyl block,i,i,i,i,i,i,i,i,i,x
Rin1-Abl PPI inh,-2,0,4,3,0,-1,-2,2,2,2
DNMT1 block,-6,6,-6,-28,0,-1,2,0,0,5
Scp-1 inhibitor,-7,-5,35,-7,6,-11,8,-4,-5,-10
LMPTP inh,2.2,-1.3,-1.0,5.5,-0.3,0.3,0.5,0.4,-1.0,-1.2
SUMO1 PPI mod,5,2,18,5,6,0,1,3,2,1

Single values from the list.
SUMO1 PPI mod result of `Cc1ccc2oc(C(=O)N(C)Cc3ccc(C)o3)c(C)c2c1` = 1
Scp-1 inhibitor result of `COc1ccc2nc(NC(=O)C3CCCN(S(=O)(=O)c4cccs4)C3)sc2c1` (configuration not stated) = -7
Scp-1 inhibitor result of `O=C(Cc1c(F)cccc1Cl)Nc1ccc(S(=O)(=O)Nc2nccs2)cc1` = -5

Going on with the list:
#31 Cc1ccc(S(=O)(=O)c2nc(-c3ccco3)oc2N2CCC(C)CC2)cc1
#32 Cc1ccc2nc(-c3ccccc3)c(NC(=O)c3ccco3)n2c1
#33 Cc1ccc(NC(=O)c2csc3c2CCCC3)cc1
#34 O=C(CSC1=NS(=O)(=O)c2ccccc2N1)Nc1nccs1
#35 CNC(=O)CSc1nc(N)c2c3c(sc2n1)CCC3
#36 CN(C)S(=O)(=O)c1ccc(Cl)c(NC(=O)COC(=O)c2cc(-c3ccccc3)nc3ccccc23)c1
#37 COc1cc(C)ccc1OCc1cc(C(=O)N2CCC(c3ccc(F)cc3)C2)no1 (configuration not stated)
#38 O=C(CCC(=O)N1CCOc2ccc(Cl)cc21)N1CCN(c2ccccn2)CC1
#39 COCCNC(=O)Cn1nc(Cc2ccncc2)c2ccccc2c1=O
#40 Nc1cc(N)nc(SCC(=O)NC(=O)NC2CCCC2)n1
assay / compound,31,32,33,34,35,36,37,38,39,40
CSN deneddyl inh,3,0,-4,-1,-1,-4,1,-4,-3,3
Rpn11 inh,i,i,i,i,i,i,i,i,i,i
STEP block,0,-1,0,0,3,-2,3,-1,-5,6
NadD block,-1,0,-3,1,-1,17,6,-4,-5,-7
Neddyl block,i,i,i,i,i,i,i,i,i,i
Rin1-Abl PPI inh,0,-1,-3,0,0,0,-1,1,6,6
DNMT1 block,0,2,0,0,5,-3,-3,2,1,1
Scp-1 inhibitor,5,-3,0,1,2,3,-11,2,-6,0
LMPTP inh,1.8,-0.6,1.0,-1.6,0.4,2.0,8.3,1.8,1.9,2.4
SUMO1 PPI mod,-6,0,4,1,4,-3,3,1,5,1

Of the compounds above, these have an aryl thioether with sulfur outside any ring:
#26 Cc1ccc(NC(=O)CCSc2nnc(Cc3ccccc3)o2)cc1
#35 CNC(=O)CSc1nc(N)c2c3c(sc2n1)CCC3
#40 Nc1cc(N)nc(SCC(=O)NC(=O)NC2CCCC2)n1
assay / compound,26,35,40
CSN deneddyl inh,3,-1,3
Rpn11 inh,i,i,i
STEP block,-2,3,6
NadD block,-3,-1,-7
Neddyl block,i,i,i
Rin1-Abl PPI inh,-1,0,6
DNMT1 block,-1,5,1
Scp-1 inhibitor,-11,2,0
LMPTP inh,0.3,0.4,2.4
SUMO1 PPI mod,0,4,1

The listing continues:
#41 O=C1N=c2ccccc2=C1c1sc(=S)n(NC(=O)c2ccccc2)c1O
#42 COC(=O)c1cnc2ccccc2n1
#43 Cc1nc(SCC(=O)NC(=O)NC(C)(C)C)nc(C)c1C
#44 COC(C(=O)Nc1ccnn1C1CCN(Cc2ccc(C)o2)CC1)c1ccccc1 (configuration not stated)
#45 O=C(CSc1cn[nH]n1)Nc1ccc(O)c(C(=O)O)c1
#46 CCSc1nnc2n1C(C)(C)Cc1ccccc1-2
#47 CCc1nc(C#N)c(N2CCCCC2)o1
#48 C=CCCCCCCCCC(=O)NN
#49 Cc1cc(C)n2nc(C)c(Br)c2n1
#50 O=C(C(=O)c1cccnc1)c1cccnc1
#51 Cc1ccc(N(CC(=O)NCc2ccco2)C(=O)CCC(=O)Nc2nccs2)cc1C
#52 CC1(C)C=C2[C@H]3CC[C@@H]4[C@@]5(C)CCC(=O)C(C)(C)[C@@H]5CC[C@@]4(C)[C@]3(C)CC[C@@]2(C(=O)O)CC1
#53 O=C(COc1ccc([N+](=O)[O-])cc1)N1CCc2ccccc2C1
assay / compound,41,42,43,44,45,46,47,48,49,50,51,52,53
CSN deneddyl inh,4,-1,-3,-2,7,-3,2,-3,7,-1,0,7,-1
Rpn11 inh,i,i,i,i,i,i,i,i,i,i,i,i,i
STEP block,4,1,-2,-5,3,2,2,0,2,3,0,-1,-1
NadD block,6,-2,-3,-2,-3,0,-1,-2,0,-2,-12,14,3
Neddyl block,i,i,i,i,x,i,i,i,i,i,i,i,i
Rin1-Abl PPI inh,-4,-1,-2,1,1,1,-1,3,3,-4,-1,2,3
DNMT1 block,-6,4,-1,2,3,3,4,6,4,1,1,7,1
Scp-1 inhibitor,-7,-8,-6,-1,-5,3,-1,-1,-5,-1,-7,-4,-4
LMPTP inh,1.7,-1.5,-1.2,0.5,-1.7,-1.3,-1.7,-0.1,-0.8,-1.4,1.6,3.1,-1.8
SUMO1 PPI mod,19,-22,5,5,6,4,-1,2,2,-11,1,22,-21
